# EPAC2 antag: qHTS for Antagonist of cAMP-regulated guanine nucleotide exchange factor 2 (EPAC2): primary screen; Rap guanine nucleotide exchange factor 4 (Homo sapiens), Q8WZA2; Potency, µM (highest dose often 114 µM), without a hit: at the highest dose activity, negative = inhibition, most hits filed as inhibitors; 360,000 compounds, 0.18% hits; EPAC2 GEF exchange of Rap1B-BODIPY-GDP, fluorescence; also: potency is read from the fitted curve at half-maximal effect; % is scaled to controls: 0 for no effect and ±100 for the full control effect; nearly all actives have a fitted effect of over 45% in size; many of its hits are not listed in these tables
# Target sequence (Q8WZA2 whole entry, looked up): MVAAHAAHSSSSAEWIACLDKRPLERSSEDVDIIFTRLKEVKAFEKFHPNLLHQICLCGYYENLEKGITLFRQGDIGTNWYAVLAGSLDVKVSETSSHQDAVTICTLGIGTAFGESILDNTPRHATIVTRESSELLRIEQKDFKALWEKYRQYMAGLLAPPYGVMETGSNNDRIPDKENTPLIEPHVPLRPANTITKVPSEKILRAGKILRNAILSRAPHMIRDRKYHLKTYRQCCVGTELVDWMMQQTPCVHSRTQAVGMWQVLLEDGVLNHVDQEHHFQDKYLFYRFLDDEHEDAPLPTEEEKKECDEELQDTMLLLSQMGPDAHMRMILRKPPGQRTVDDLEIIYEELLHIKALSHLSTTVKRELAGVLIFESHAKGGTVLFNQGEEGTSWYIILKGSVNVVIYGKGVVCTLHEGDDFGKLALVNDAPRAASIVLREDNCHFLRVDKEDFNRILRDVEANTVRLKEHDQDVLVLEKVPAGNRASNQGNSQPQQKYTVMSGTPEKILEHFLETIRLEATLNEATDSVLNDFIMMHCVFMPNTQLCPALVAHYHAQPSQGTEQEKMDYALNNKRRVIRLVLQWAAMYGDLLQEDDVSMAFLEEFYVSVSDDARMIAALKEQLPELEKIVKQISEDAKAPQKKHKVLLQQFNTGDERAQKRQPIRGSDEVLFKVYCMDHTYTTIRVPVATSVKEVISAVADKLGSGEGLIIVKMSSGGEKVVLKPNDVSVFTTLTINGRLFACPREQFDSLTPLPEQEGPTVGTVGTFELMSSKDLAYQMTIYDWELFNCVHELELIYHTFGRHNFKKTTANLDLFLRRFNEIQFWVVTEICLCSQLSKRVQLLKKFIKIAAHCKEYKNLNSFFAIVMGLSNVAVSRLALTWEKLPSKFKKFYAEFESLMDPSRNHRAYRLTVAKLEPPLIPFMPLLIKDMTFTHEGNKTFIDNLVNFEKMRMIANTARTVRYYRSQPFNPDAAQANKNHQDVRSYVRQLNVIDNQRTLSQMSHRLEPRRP
# Nrf2 block: Nrf2 qHTS screen for inhibitors | A549 ARE-Fluc reporter, luciferase luminescence, 18-24 h | Potency, µM (highest dose often 46 µM), without a hit: at the highest dose activity change, negative = inhibition, actives largely listed as inhibitors | 360,000 compounds, 2.1% hits; also: potency is read from the fitted curve at half-maximal effect; % is scaled to controls: 0 for no effect and ±100 for the full control effect; nearly all actives have a fitted effect of over 60% in size
#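 Quantitative HTS in A549 cells stably bearing an antioxidant response element-firefly luciferase construct. Inhibition of Nrf2-driven transcription was scored by luminescence after 18-24 h of compound exposure at 37 °C.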
# Akt phos inh: HTS Assay for Inhibitors of Akt Phophorylation: Primary Screen. 360,000 compounds, 0.32% hits. activity change, % for hits at 50 µM. Neuro2A IGF-stimulated pAkt S473 HTRF, 20 min; hits give low values; in the data active = activity change below about -80%; inconclusive = mostly about -51% to -80%; also: % is scaled to controls: 0 for no effect and ±100 for the full control effect
#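 Neuro2A cells in DMEM with 0.5% FBS, overnight at 37 deg C, given compound at single 50 µM final, then IGF (6 nM final) for 20 min at 37 deg C. Lysed; phospho-Akt Ser473 by HTRF after 24 h, 665/615 ratio.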
# A549 tox: Nrf2 qHTS screen for inhibitors: counterscreen for cytotoxicity; A549 ARE-Fluc cells, CellTiter-Fluor viability, 18-24 h; Potency, µM (titrated, usually from 46 µM), for the others: top-dose activity change, negative = cytotoxicity, most hits filed as inhibitors; 390,000 compounds, 0.16% hits; also: potency is read from the fitted curve at half-maximal effect; % is scaled to controls: 0 for no effect and ±100 for the full control effect
#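 A549 ARE_Fluc cells in 5% FBS OPTI-MEM were exposed to compounds in concentration-response for 18-24 h at 37 deg C. Viability was read by CellTiter-Fluor fluorescence (Ex 405/Em 525) after 30 min, before the luciferase read.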
# TGFb SMAD3 inh: qHTS for Inhibitors of TGF-b; 410,000 compounds, 1.2% hits; Potency, µM (titrated, usually from 46.1 µM), inactives show top-dose activity, negative = inhibition, actives largely listed as inhibitors; HepG2 CAGA-GFP TGF-b/SMAD3 reporter, GFP fluorescence, 18 h; TGF-beta stimulated, 500 pg/mL final; also: potency is read from the fitted curve at half-maximal effect; % is scaled to controls: 0 for no effect and ±100 for the full control effect; nearly all actives have a fitted effect of over 65% in size
#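 Inhibition of TGF-beta-driven CAGA-GFP reporter expression in HEPG2 cells is measured by cellular GFP fluorescence after 18 h stimulation with 500 pg/mL recombinant TGF-beta in 1% FBS medium at 37 degrees C.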
# EPAC2 agonist: qHTS for Agonist of cAMP-regulated guanine nucleotide exchange factor 4 (EPAC2): primary screen. EPAC2 activation, biochemical qHTS; response scale: 100% = 6.5 mM cAMP response. Potency, µM (highest dose often 154 µM), for inactives: at the top dose activation, most hits filed as activators. 360,000 compounds, 0.079% hits; also: potency is read from the fitted curve at half-maximal effect; nearly all actives have a fitted effect of over 50% in size
#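 EPAC2 (100 nM) mixed with Rap1B loaded with BODIPY-GDP (250 nM) plus 50 uM unlabeled GDP; compounds pinned in, 5 min RT, then read every 5 min for 30 min (ex 480, em 540 nm). Normalized to cAMP control.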
# CCT chaperon mod: High-Throughput Screening for Modulators of Cytosolic Chaperonin Activity | purified chaperonin ATPase assay, HTRF ADP detection, 30 min | activity change, % (concentration not given with the values), hits read low | 360,000 compounds, 0.3% hits; in the data active = activity change below about -30%; also: % is scaled to controls: 0 for no effect and ±100 for the full control effect
#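 First, chaperonin was dispensed at 40 nM or 20 nM final depending on batch activity. Next, compounds were pinned at 76 uM and ATP added at 10 uM. After 30 min at 37 °C, ADP detection reagents ran 30 min at ambient temperature.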
# Mm-Cpn inhibitor: Inhibitors of TCP-1 ring complex (TRiC) of Methanococcus maripaludis (MmCpn): qHTS | purified Mm-Cpn ATPase, ADP Transcreener TR-FRET | Potency, µM (highest dose often 76.9 µM), for the others: top-dose activity, negative = inhibition, hits mostly inhibitors | 330,000 compounds, 0.031% hits; also: potency is read from the fitted curve at half-maximal effect; % is scaled to controls: 0 for no effect and ±100 for the full control effect; nearly all actives have a fitted effect of over 80% in size
#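 Purified archaeal Mm-CPN (25nM final) preincubated 10 min at 37degC with compound, then 10uM ATP for 30 min at 37degC; ADP measured by HTRF Transcreener TR-FRET; buffer 30 mM TRIS pH 7.4, 100mM KCl, 5mM MgCl2, 1mM DTT.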
# Nrf2 ARE act: qHTS of Nrf2 Activators; AID 624171, 2012; Potency, µM (titrated, usually from 46.1 µM), for the others: at the highest dose activation, hits mostly activators; AREc32 ARE-luciferase reporter (MCF7-derived line), luminescence, 24 h; 410,000 compounds, 0.31% hits; also: potency is read from the fitted curve at half-maximal effect; % of control where 0% means no effect; nearly all actives have a fitted effect of over 65% in size
#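 Quantitative high-throughput format: AREc32 reporter cells, 1000 per well, received compound by pin transfer and were incubated 24 hr at 37 deg C, 5% CO2, before Steady-Glo luminescence detection.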
# An asterisk follows results filed as active; i = inactive; ? = inconclusive; nt = no result given; [ ] = dose if it differs, or a comment. Unless noted, calls follow the shape of the dose curve; as a rule, active = well fitted curve in the direction sought with a large enough effect; inconclusive = small, poorly fitted or top-dose-only effect, or another doubt; inactive = no such curve, though single readings can be large; an effect the other way counts as inactive or inconclusive. Not all compounds are listed, so the mix of outcomes need not match the whole.
# Every second line gives: EPAC2 antag, Nrf2 block, Akt phos inh, A549 tox, TGFb SMAD3 inh, EPAC2 agonist, CCT chaperon mod, Mm-Cpn inhibitor, Nrf2 ARE act
- Oc1ccccc1C1=Nc2nc3ccccc3n2C(c2ccccc2)C1 (configuration not stated)
  1.0%, nt, i, -7.4%, 10.5%, 5.1%, -2.9, 1.1%, ?
- O=C(NCC(F)(F)F)c1ccc2sc([C@H]3C[C@H](O)[C@@H](CO)O3)nc2c1
  -3.2%, nt, i, nt, 3.8%, 11.9%, 0.8, nt, 0.1%
- CSc1ncc(Cl)c(C(=O)N(Cc2ccc(C)cc2)C2CCS(=O)(=O)C2)n1 (configuration not stated)
  nt, 24.2%, nt, 2.9%, -16.0%, nt, nt, nt, 7.7%
- Cc1ccc(NC(=O)COc2coc(CN3CCc4ccccc43)cc2=O)cc1Cl
  3.0%, ?, i, 0.4%, ?, 3.7%, 0.3, -2.2%, -0.2%
- CCOC(=O)c1c(NC(=O)CN2C(=O)NC3(CCC(C)CC3)C2=O)sc(C(=O)N(C)C)c1C (configuration not stated)
  -0.6%, 3.0%, i, -4.1%, ?, 9.4%, -0.7, -1.4%, -0.6%
- CN(C)CCNC(=O)c1cccc(-c2cnc3c(NC=O)cc(-c4cc(F)c(F)c(F)c4)cn23)c1
  60.3%[activator], nt, i, nt, ?, 13.8%, -0.7, nt, 5.1%
- Cn1c(SCc2nc(-c3ccc(Br)cc3)no2)nnc1-c1ccco1
  9.0%, ?, i, ?, -3.7%, -2.0%, -0.1, -0.7%, 0.4%
- CSc1ccc(C(=O)C2CCCN(C(=O)Cc3nonc3C)C2)cc1 (configuration not stated)
  -16.4%, -5.3%, i, -6.6%, -15.3%, -1.5%, -0.7, -9.0%, 0.3%
- CCOc1cc(/C=N\NC(=O)c2ccc(NC(=O)C(C)(C)C)cc2)ccc1OC(=O)c1cccc(C)c1
  -2.1%, 5.17µM*, i, -3.0%, 19.3%, 3.4%, -0.3, -0.3%, -0.6%
- Cc1ccc(C(=O)N2CCC(C(=O)NCc3ccco3)CC2)cc1
  -2.9%, 7.0%, i, 1.8%, 2.1%, 8.0%, 0.3, -1.7%, 0.6%
- O=C(O)c1cccc(-n2cccc2/C=C/[N+](=O)[O-])c1
  -15.1%, 11.1%, i, 0.4%, -0.8%, 7.0%, -5.4, -1.6%, -0.2%
- CCn1nnnc1SCC(=O)Nc1ccc(OCc2ccccc2)cc1
  16.1%, 2.9%, i, 3.3%, ?, -7.0%, -18.8, 1.6%, -0.2%
- Cc1nc(-c2ccc(F)cc2)c(CC(=O)N(C)CC(=O)Nc2ccc(Cl)c(C(F)(F)F)c2)s1
  -13.1%, ?, i, ?, 17.8µM*, 1.8%, -1.4, nt, -0.7%
- CCC(=O)Nc1sc(Cc2ccccc2)c(C)c1C(N)=O
  -19.3%, -15.1%, i, -1.4%, 13.6%, 9.1%, -4.4, 1.2%, 0.3%
- COc1cccc(/C=C2/C(=O)NN(c3ccc(Br)cc3)C2=O)c1O
  7.4%, -5.8%, i, 0.3%, 3.1%, 2.1%, -2.8, 2.3%, -0.1%
- O=C(OC1CCCCC1=O)c1cc(S(=O)(=O)N2CCOCC2)ccc1F (configuration not stated)
  8.1%, -3.6%, i, 0.9%, -1.0%, 14.1%, 0.1, -0.8%, -0.1%
- CC(=O)Nc1ccc(S(=O)(=O)N2CCC(NC(=O)C(Cc3cccn3C)NC(C)=O)CC2)cc1 (configuration not stated)
  -0.7%, ?, i, -6.6%, 1.9%, 12.4%, -2.4, -1.2%, -0.8%
- O=C(CCn1c2c(c3ccccc31)CCCC2)NNC(=O)c1ccc(Cl)c([N+](=O)[O-])c1
  8.4%, 1.1%, i, 8.2%, ?, -1.8%, 0.6, 0.4%, ?
- O=[N+]([O-])c1ccc(N2CCN(C(=S)Nc3cccc(F)c3)CC2)cc1
  -0.5%[57.1 µM], 16.4µM*, i, -18.3%, ?, 16.4%, 0.8, -2.1%, 3.8%
- COc1ccc(C2CC(c3cccs3)=NN2C(=O)CCC(=O)O)cc1 (configuration not stated)
  9.1%, -2.0%, i, 0.9%, 12.2%, 2.7%, -3.6, -0.1%, 0.3%

# 4 compounds from above, showing only Nrf2 block, CCT chaperon mod and Mm-Cpn inhibitor.
Structure,Nrf2 block,CCT chaperon mod,Mm-Cpn inhibitor
O=C(O)c1cccc(-n2cccc2/C=C/[N+](=O)[O-])c1,11.1%,-5.4,-1.6%
Cn1c(SCc2nc(-c3ccc(Br)cc3)no2)nnc1-c1ccco1,?,-0.1,-0.7%
COc1cccc(/C=C2/C(=O)NN(c3ccc(Br)cc3)C2=O)c1O,-5.8%,-2.8,2.3%
Cc1ccc(NC(=O)COc2coc(CN3CCc4ccccc43)cc2=O)cc1Cl,?,0.3,-2.2%

# Printed as active in TGFb SMAD3 inh, of those listed so far:
Compound	EPAC2 antag	Nrf2 block	Akt phos inh	TGFb SMAD3 inh	CCT chaperon mod	Mm-Cpn inhibitor	Nrf2 ARE act
Cc1nc(-c2ccc(F)cc2)c(CC(=O)N(C)CC(=O)Nc2ccc(Cl)c(C(F)(F)F)c2)s1	-13.1%	?	i	17.8µM*	-1.4	nt	-0.7%

# Continuation:
# Every second line gives: EPAC2 antag, Nrf2 block, Akt phos inh, A549 tox, TGFb SMAD3 inh, EPAC2 agonist, CCT chaperon mod, Mm-Cpn inhibitor, Nrf2 ARE act
- CCOC(=O)C1CCN(C(=O)/C=C/c2cc(OC)c(OC)c(OC)c2)CC1
  -5.7%, 10.2%, i, -1.5%, -2.7%, -0.5%, 0.4, 0.3%, 2.1%
- COc1cccc(CCNC(=O)CC2C(=O)NCCN2Cc2ccc(C)o2)c1 (configuration not stated)
  20.5%, 6.4%, i, 0.5%, -2.1%, -5.0%, 0.4, -0.7%, 9.9%
- O=C(c1cccc2ccccc12)N1CCN(CC2CC=CCC2)CC1 (configuration not stated)
  -9.2%, ?, i, -3.5%, ?, 1.5%, -1.9, -0.8%, -0.6%
- CCN1CCCC1CNC(=O)CSc1cc(=O)n(C)c2cc(Cl)ccc12 (configuration not stated)
  -2.7%, -32.2%, i, 4.9%, 4.1%, 8.8%, -0.7, -2.1%, 3.5%
- CO/N=C/NC(=O)c1ccc([N+](=O)[O-])c(CS(=O)(=O)c2ccc(Cl)cc2)c1
  7.0%, -7.1%, i, -1.4%, -10.9%, -6.1%, -0.2, 2.1%, 1.3%
- COc1ccc(S(=O)(=O)Nc2cccc3c2O[C@H](CN(C)S(=O)(=O)c2ccc(Cl)cc2)[C@H](C)CN([C@H](C)CO)C3=O)cc1
  -18.2%, ?, i, -9.0%, ?, 3.5%, -0.4, -0.5%, 0.1%
- Cc1cc(NC(=O)CCC2CCCC2)no1
  4.7%, 3.2%, i, 0.0%, 12.3%, -0.6%, 1.3, 1.2%, 0.1%
- Cc1ccc(OCC(O)CN2CCN(CCO)CC2)c(C)c1 (configuration not stated)
  0.0%, 0.2%, i, 4.0%, -20.5%, 6.6%, -0.7, -3.1%, -0.6%
- CC(NC(=O)c1ccccc1)C(=O)OCC(=O)c1ccc(Br)cc1 (configuration not stated)
  -4.0%, 16.0%, i, -1.7%, 0.1%, 2.4%, -0.8, -2.5%, 0.1%
- C1CCC(OCCN2CCN(CCOC3CCCCC3)CC2)CC1
  0.2%, 5.5%, i, -2.7%, -0.6%, 6.3%, -0.6, 2.4%, 2.2%
- CCOC(=O)Nc1ccc2c3c(cccc13)-c1ccccc1-2
  2.6%, ?, i, 3.2%, 46.3%[activator], 6.7%, 0.7, nt, 10.1%
- COC(=O)c1c(NC(=O)CC2SC(N)=NC2=O)sc2c1CCC(C)C2 (configuration not stated)
  -12.7%, ?, i, 0.8%, 34.5%, -0.9%, -3.0, -0.4%, 0.0%
- O=C(O)c1ccc(NCc2nc3cc4ccccc4cc3[nH]2)cc1
  -0.6%, 1.0%, i, 0.7%, 1.8%, -3.6%, 0.6, nt, 10.3%
- COc1ccc(OC)c(/C=C/C(=O)OCC(=O)NC2CCCCCCC2)c1
  -8.6%, 7.8%, i, -3.1%, 48.2%[activator], 20.4%, 3.9, 2.4%, 3.5%
- O=C(O)c1ccc(NS(=O)(=O)/C=C/c2ccccc2)cc1O
  5.4%, -12.3%, ?, 3.6%, -10.6%, 5.3%, -1.4, 0.8%, 0.0%
- C[C@@H]1CN([C@@H](C)CO)C(=O)CCCn2cc(nn2)CO[C@H]1CN(C)S(=O)(=O)c1cccs1
  10.0%, nt, i, nt, 18.5%, -6.5%, 0.9, nt, 0.2%
- O=C(CCN1C(=O)CSC1=O)Nc1ccc(Br)cc1
  -0.7%, 0.7%, i, -14.9%, 0.0%, -1.2%, -4.1, -4.0%, 1.6%
- Cc1ccc(NC(=O)Cn2c(=O)c3cc(Cl)ccc3n3nncc23)cc1
  nt, 10.2%, nt, -0.9%, -19.4%, nt, nt, nt, -1.2%
- S=C(NCc1cccnc1)Nc1ccc2c(c1)OCO2
  15.0%, 12.8%, i, -3.6%, 0.2%, 2.4%, -1.3, -1.9%, 0.1%
- O=S(=O)(Nc1ncccn1)c1ccc(NC(=S)Nc2ccccc2)cc1
  -5.8%, 22.0%, i, 14.1%, -19.6%, 6.6%, 0.0, 1.2%, 0.1%
- CCc1ccc(NC(=O)CC2C(=O)N(c3ccc(C)cc3)C(=O)N2C2CC2)cc1 (configuration not stated)
  -4.9%, -0.1%, i, -1.7%, -1.1%, 4.0%, 2.2, 1.6%, 1.9%

# Screens from PubChem.
